# AmpC detergent: AmpC beta-lactamase inhibition with detergent present; AID 485294; 370,000 compounds, 0.041% hits; AmpC hydrolysis of nitrocefin, absorbance 480 nm, 0.01% Triton; P00811; Potency, µM (titrated, usually from 114 µM), for inactives: at the highest dose activity change, negative = inhibition, actives largely listed as inhibitors;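 further: potency means the concentration at half of the fitted maximal effect; 0% = no-compound wells and -100% = no-enzyme wells; nearly all actives have a fitted effect of over 25% in size; some results filed as inactive show a strong effect at the top dose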
# Target sequence (P00811 whole entry, looked up): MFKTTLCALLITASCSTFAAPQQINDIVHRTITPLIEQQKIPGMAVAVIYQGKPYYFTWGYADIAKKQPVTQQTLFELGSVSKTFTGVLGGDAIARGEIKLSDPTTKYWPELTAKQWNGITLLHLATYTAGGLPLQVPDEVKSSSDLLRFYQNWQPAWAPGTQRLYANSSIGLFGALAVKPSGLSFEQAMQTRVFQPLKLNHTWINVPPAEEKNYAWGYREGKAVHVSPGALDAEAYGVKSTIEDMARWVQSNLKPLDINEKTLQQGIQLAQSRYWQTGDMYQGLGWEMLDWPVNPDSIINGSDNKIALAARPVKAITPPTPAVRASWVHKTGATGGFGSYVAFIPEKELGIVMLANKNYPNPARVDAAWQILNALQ
#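 20 mM phosphate pH 7.0 + 0.01% (detergent screen) or 0.0001% Triton X-100; 5.3 nM AmpC reagent; cpd preinc 15 min RT; nitrocefin (800 uM stock) to start; A480 q20 s × 4 min; Activity was normalised to no-enzyme and no-compound control wells.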
# AMA1 RON2 block: AMA1-RON2 (P. falciparum) interaction inhibition; AlphaScreen AMA1-biotinylated RON2 peptide binding; Potency, µM (doses to about 58.2 µM), inactives show top-dose activity change, negative = inhibition, usual class: inhibitors; 360,000 compounds, 0.2% hits;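 further: potency means the concentration at half of the fitted maximal effect; 0% = vehicle wells and -100% = peptide control; nearly all actives have a fitted effect of over 45% in size; some results filed as inactive show a strong effect at the top dose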
#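 AMA1 (3D7) with his tag at 25 nM final met compounds first, then biotinylated RON2 peptide at 25 nM; detection used donor plus acceptor beads, 10 µg/mL apiece, read by AlphaScreen after 30 min at room temperature.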
# HCV inhibitor: inhibitors of hepatitis C virus infection; Huh7.5.1 HCVcc-Cre infection, luciferase reporter, 44 h; Potency, µM (highest dose often 41.8 µM), without a hit: at the top dose activity change, negative = inhibition, actives largely listed as inhibitors; 340,000 compounds, 3.4% hits; AID 651820; further: potency means the concentration at half of the fitted maximal effect
#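 Antiviral activity was scored by luciferase reporter output from cells infected with HCVcc-Cre (~0.5 moi) in presence of compound, 44 h infection period, cells seeded 1,000/well 4 h prior.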
# HCMV antiviral: blocks human cytomegalovirus replication. HFF cells, HCMV-luciferase reporter, 72 h; stronger effect = lower value. activity change, negative = inhibition, % at 57.5 µM. 410,000 compounds, 4.5% hits. AID 1259415; in the data active means activity change below about -60%; inconclusive means no clear call, values can overlap the other calls; inactive means above about -39%
#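 Two-dose cell screen: HFF monolayers treated with compounds and infected with luciferase-expressing HCMV at 1 PFU/cell, 72 h at 37C, then lysed for luciferase measurement.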
# LmPK inhibitor: LmPK (Leishmania mexicana) enzyme inhibition. Potency, µM (titrated, usually from 57.5 µM), without a hit: top-dose activity change, negative = inhibition, hits mostly inhibitors. 290,000 compounds, 0.37% hits. Q27686. purified LmPK, Kinase-Glo ATP luminescence, 1 h. AID 1721; further: potency means the concentration at half of the fitted maximal effect
# Target sequence (Q27686 whole entry, looked up): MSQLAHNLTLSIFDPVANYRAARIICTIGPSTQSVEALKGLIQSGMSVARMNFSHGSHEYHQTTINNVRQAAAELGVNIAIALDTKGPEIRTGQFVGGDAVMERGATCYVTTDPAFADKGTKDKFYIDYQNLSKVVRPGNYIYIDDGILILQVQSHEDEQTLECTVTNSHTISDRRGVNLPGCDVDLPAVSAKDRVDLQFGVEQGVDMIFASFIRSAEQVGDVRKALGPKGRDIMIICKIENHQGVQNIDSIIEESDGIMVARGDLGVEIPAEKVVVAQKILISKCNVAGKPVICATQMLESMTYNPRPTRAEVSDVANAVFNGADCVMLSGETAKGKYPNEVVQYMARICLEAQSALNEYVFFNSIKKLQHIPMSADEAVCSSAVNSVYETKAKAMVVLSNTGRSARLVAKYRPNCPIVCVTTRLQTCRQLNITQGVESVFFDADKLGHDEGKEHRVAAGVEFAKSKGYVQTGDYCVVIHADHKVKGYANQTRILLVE
#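 Purified LmPK (0.1 nM) converted ADP (0.1 mM) to ATP with PEP (0.5 mM) in imidazole buffer pH 7.2 with KCl and MgCl2, 1 h at room temperature. ATP was read by Kinase-Glo luminescence; data normalized to uninhibited and no-enzyme controls.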
# Tb PYK inh: inhibitors of Trypanosoma brucei pyruvate kinase | Q57TT1 | TbPYK enzyme, Kinase-Glo Plus ATP luminescence, 45 min | Potency, µM (titrated, usually from 76.8 µM), for inactives: at the top dose activity, negative = inhibition, most hits filed as inhibitors | 410,000 compounds, 0.12% hits | AID 624173; further: potency means the concentration at half of the fitted maximal effect; nearly all actives have a fitted effect of over 50% in size
#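 In this concentration-response screen, enzyme-free wells defined baseline while DMSO plates tracked drift. Each reaction combined TbPYK, substrate, compound and 130 uM ADP for 45 min at room temperature. Kinase-Glo Plus luminescence gave the signal.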
# AmpC inh no detg: blocks E. coli AmpC beta-lactamase in detergent-free assay | P00811 | AmpC nitrocefin hydrolysis, absorbance 480 nm, 0.0001% Triton | Potency, µM (titrated, usually from 57.1 µM), without a hit: top-dose activity change, negative = inhibition, hits mostly inhibitors | 330,000 compounds, 0.52% hits;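 further: potency means the concentration at half of the fitted maximal effect; plate controls were no compound for no effect and no enzyme for full effect; nearly all actives have a fitted effect of over 20% in size; some results filed as inactive show a strong effect at the top dose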
#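 AmpC (5.3 nM in the dispensed reagent) in 20 mM phosphate pH 7.0 with 0.01% (detergent screen) or 0.0001% Triton X-100 was preincubated with compounds for 15 min at room temperature. Nitrocefin was then added from an 800 uM solution, and hydrolysis was followed at 480 nm.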
# An asterisk follows results filed as active; ? = inconclusive; / = no result given; & = joins results of further samples; [ ] = another dose, or the depositor's remark. Unless noted, the call rests on the fitted dose curve; in most records, active means well fitted curve in the direction sought with a large enough effect; inconclusive means small, poorly fitted or top-dose-only effect, or another doubt; inactive means no such curve, though single readings can be large; an effect the other way counts as inactive or inconclusive. Unless noted, on the % scale 0 is the no-effect control and ±100 the full control effect.
SMILES,AmpC detergent,AMA1 RON2 block,HCV inhibitor,HCMV antiviral,LmPK inhibitor,Tb PYK inh,AmpC inh no detg
C=CCn1c(COc2cccc3cccnc23)nnc1SCC(=O)OC,?,2%,19%,12,1%,3%,-2%
O=C(Cn1c(CC(=O)N2CCOCC2)nc2ccccc21)Nc1ccc2c(c1)OC(F)(F)O2,0%,-7%,8%,16,2%,-2%,93%[activator]
N#Cc1c(NCc2ccccc2)ccnc1NCc1cccnc1,-1%,19%,7.1µM*,-80*,0%,-16%,?
O=[N+]([O-])c1ccc(Cl)c(/C=N/N2CCN(Cc3ccccc3)CC2)c1,-3%,-6%,6%,-32,2%,/,-26%
CCN1CCN(S(=O)(=O)c2ccc(Cl)c(C(=O)NCc3ccco3)c2)CC1,-12%,-3%,11%,0,/,3%,-15%
COc1ccc(CCNS(=O)(=O)c2cnc(Cl)c(Br)c2)cc1OC,-1%,-3%,0%,0,-2%,3%,-29%
CCCCOC(=O)c1ccc(NC(=O)C(=O)NCc2ccco2)cc1,0%,-18%,12%,30,6%,-9%,44%
O=C(O)c1ccc(/C=C2\SC(=S)N(NC(=O)c3ccccc3[N+](=O)[O-])C2=O)cc1,1%,-2%,-6%,?,-10%,-6%,-15%
CN(/C=C1/C(=O)CNC1=O)CCO,1%,32%[activator],6%,7,-5%,-17%,-8%
Cc1cc(N2CCCCC2)nc(-c2ccc(Br)cc2)n1,?,16%,?,-23,5%,-13%,-18%[11.4 µM]
CCCP(=O)(CC(=O)O)c1ccccc1 (stereo not drawn),?,-5%,17%,26,2%,2%,-9%
COCCCn1nnnc1SCC(=O)Nc1nc2ccccc2s1,-2%,-6%,-11%,46,2%,1%,-21%
O=C(CSCc1ccc(F)cc1)Nc1ccccc1C(=O)N1CCOCC1,-15%,0%,14%,-27,2%,0%,-13%
Cc1ccc(/C=C/C(=O)Nc2ccc(S(N)(=O)=O)cc2)o1,-3%&17%,-4%,?,25&16,-16%,?,-33%
Cc1cccc(CN2CCC(Oc3ccc(C(=O)N4CCCCC4)cc3)CC2)c1,3%,-13%,-12%,31,-6%,-6%,122%[activator]
O=C(Cc1c[nH]c2ccccc12)Nc1nnc(C2CC2)s1,2%,-3%,-1%,-80*,-5%,-4%,-39%
O=C(NCC(=O)N1CCCC1)c1cccs1,-6%,-3%,18%,99,-4%,-4%,-25%
CCOC(=O)c1cc(-c2csc(-c3cccc(Cl)c3)n2)on1,-6%,-14%,-1%,22,9%,-1%,9%
CCOc1ccc(NC(=O)CC2C(=O)N(C)C(=S)N2Cc2ccco2)cc1 (stereo not drawn),-9%,-15%,38%[activator],13,0%,3%,-34%
COc1ccc(/C=N/NC(=O)Cn2c(Cc3ccc(OC)c(OC)c3)nc3ccccc32)cc1,-2%,-2%,?,-1,2%,2%,16%

# Whole records as entered above.
# O=C(O)c1ccc(/C=C2\SC(=S)N(NC(=O)c3ccccc3[N+](=O)[O-])C2=O)cc1 as listed: AmpC detergent: 1%; AMA1 RON2 block: -2%; HCV inhibitor: -6%; HCMV antiviral: ?; LmPK inhibitor: -10%; Tb PYK inh: -6%; AmpC inh no detg: -15%
# COc1ccc(CCNS(=O)(=O)c2cnc(Cl)c(Br)c2)cc1OC as listed: AmpC detergent: -1%; AMA1 RON2 block: -3%; HCV inhibitor: 0%; HCMV antiviral: 0; LmPK inhibitor: -2%; Tb PYK inh: 3%; AmpC inh no detg: -29%

# (next part)
SMILES,AmpC detergent,AMA1 RON2 block,HCV inhibitor,HCMV antiviral,LmPK inhibitor,Tb PYK inh,AmpC inh no detg
Cc1cc(C)c2oc(=O)cc(CN3CCN(Cc4ccccc4)CC3)c2c1,-9%,14%,-4%,31,-3%,4%,20%
CCC1CCCCN1C(=O)COc1ccc(F)cc1 (stereo not drawn),-1%,-12%,-1%,35,2%,1%,-9%
COc1cc(-c2[nH]nc3c2C(c2ccoc2)C(C#N)=C(N)O3)cc(OC)c1OC (stereo not drawn),-4%,-3%,6%,-6,10%,-6%,-39%
Cc1nc(C)c(-c2csc(Nc3ccccn3)n2)s1,-12%,-10%,8.9µM*,-20,-4%,4%,6%
Cc1ccc(CNC(=O)COC(=O)CN2C(=O)C3CC=CCC3C2=O)cc1 (stereo not drawn),/,-3%,-25%,-13,/,4%,10%
Cc1ccc(NC(=O)C(=O)NCC(c2ccc3c(c2)OCO3)N2CCOCC2)cc1C (stereo not drawn),1%,/,/,-3,/,-5%,/
CC(C)[C@H](NC(=O)OC(C)(C)C)C(=O)NCC1CCC(C(=O)N[C@@H](Cc2ccccc2)C(=O)O)CC1 (stereo partly drawn),?,5%,2%,13,-1%,-1%,-14%
CCOC(=O)CNC(=S)NN(C)C,1%,16%,4%,17,3%,6%,-11%
CCCCNC(=O)c1nn(-c2ccc(CC)cc2)nc1CO,11%,/,/,16,/,1%,/
CCOC(=O)c1cc(-c2ccc(C)cc2)n(CCC(=O)NC(C)CC)c1C (stereo not drawn),-14%,-14%,3%,7,3%,-25%,108%[activator]
COc1ccc(CCNC(=O)CSc2nc(C)nc3sccc23)cc1OC,3%,-7%,-20%,-35,0%,1%,-7%
CCC(=O)N1CCc2cc(S(=O)(=O)N(C)c3ccc(Br)cc3)ccc21,1%,-10%,-3%,-10,-3%,3%,-6%
CCC(c1nnnn1Cc1ccc(OC)cc1)N(CCCO)Cc1cc2cc3c(cc2[nH]c1=O)OCO3 (stereo not drawn),1%,-8%,8%,13,-7%,4%,35%
COc1ccccc1N1CCN(c2nc3c(C)cccn3c(=O)c2C=O)CC1,-3%,-8%,-7%,?,1%,1%,106%[activator]
O=C(CCNC(=O)Cn1ccc2ccccc2c1=O)NCCCN1CCN(c2ccc(F)cc2)CC1,6%,-3%,-17%,-10,-3%,2%,11%
COc1ccc(C(=O)O)cc1S(=O)(=O)NCc1ccncc1,/,5%,?,36,/,-5%,-22%
Fc1ccc(Nc2nc(Oc3ccc4c(c3)OCO4)nc(N3CCOCC3)n2)c(F)c1,0%,-5%,3%,19,-2%,-6%,-14%
COc1ccc(/C=C/C(=O)OCc2cccc([N+](=O)[O-])c2)cc1,?,-15%,-3%,?,4%,-3%,-25%[11.4 µM]
O=C(CNC(=O)c1sc2ccccc2c1Cl)NC1CC1,4%,13%,9%,37,-15%,-1%,-15%
O=C(NCC1CCCO1)c1cc(S(=O)(=O)N2CCCC2)c(Cl)cc1Cl (stereo not drawn),5%,-8%,1%,-5,3%,0%,7%
CC1(C)C2CC[C@]1(C)C(=O)N(CCCCN1CCN(c3ccccn3)CC1)C2=O,5%,-4%,10%,-7,-4%,5%,33%
O=NN(CC(=O)NNc1ccccc1)CC(=O)NNc1ccccc1,/,-8%,/,11,/,3%,/
CC(C)OC(=O)COc1ccc(-c2ccccc2)cc1,-5%,25%,1%,-22,0%,-4%,-1%
O=C(CCn1c(=O)oc2ccccc21)Nc1nc2ccccc2s1,?,-1%,-30%,3,1%,-2%,?
CC1CCN(CC(=O)Nc2ccc(N3CCCCCC3)cc2)CC1,5%,?,?,-5,-1%,-10%,34%
O=C(NCCC1CCCCN1S(=O)(=O)c1ccccc1)C(=O)Nc1ccc(F)cc1 (stereo not drawn),-1%,-1%,17%,-3,/,-2%,-36%
COc1ccc(C)cc1NC(=O)CSc1ccc(-c2ccccn2)nn1,-8%&-3%,20µM*,?,-93*,-2%,-7%&1%,-1%
O=C(CSc1nnc(Cc2ccccc2)n1-c1ccc(F)cc1)N1CCOCC1,7%,3%,5%,5,0%,5%,113%[activator]
CC(=O)N1CCN(C(=O)c2ccco2)CC1,-8%,-12%,2%,-21,0%,2%,0%
CC1(C)CC(=O)C=C(c2ccccc2CO)C1=O,/,-7%,/,11,/,-13%,/
COCC1CCN(C(=O)c2ccc3oc(Cc4ccccc4)nc3c2)C1 (stereo not drawn),4%,11%,/,-18,-8%,3%,89%[activator]
CC(C)n1nnc(-c2ccc(OCc3ccccc3F)cc2)n1,?,45%[activator],11%,135,-3%,-11%,-16%
CCC(C(=O)OC)n1cnc2scc(-c3ccc(C)c(C)c3)c2c1=O (stereo not drawn),2%,-24%,?,-22,-5%,2%,51%
CN(c1ccc(C(=O)NCC2CCCO2)cc1)S(=O)(=O)c1ccccc1 (stereo not drawn),-18%,-11%,5%,-19,1%,0%,-9%
COc1ccccc1NS(=O)(=O)c1cc(NC(=O)Cc2n[nH]c(=O)c3ccccc23)ccc1Cl,/,-13%,3.2µM*,16,/,-3%,-13%
CC1=CC(O)C(O)C2(C)C1CC1OC(=O)C(O)C3C(C)C(O)C4(O)OCC13C42 (stereo not drawn),/,11%,13%,/,/,-5%,/
CCOCCCNC(=O)c1c[nH]c2ccc(C)cc2c1=O,?,14%,-28%,8,2%,3%,-13%
CC(=O)Nc1cccc(C(=O)O)n1,5%,84%[activator],6%,9,0%,-6%,-3%
CCN(C(=O)CSc1nc2cc(C(=O)O)ccc2c(=O)n1-c1ccccc1F)C1CCS(=O)(=O)C1 (stereo not drawn),/,1%,6%,-13,/,1%,/
CC(C)C(NC(=O)c1ccc(Cl)c([N+](=O)[O-])c1)C(=O)NCc1ccccn1 (stereo not drawn),/,11%,-2%,-1,/,-2%,-14%

# Gathered by group, the entries above with a cyano group
SMILES,AmpC detergent,AMA1 RON2 block,HCV inhibitor,HCMV antiviral,LmPK inhibitor,Tb PYK inh,AmpC inh no detg
N#Cc1c(NCc2ccccc2)ccnc1NCc1cccnc1,-1%,19%,7.1µM*,-80*,0%,-16%,?
COc1cc(-c2[nH]nc3c2C(c2ccoc2)C(C#N)=C(N)O3)cc(OC)c1OC (stereo not drawn),-4%,-3%,6%,-6,10%,-6%,-39%

# Carrying on:
SMILES,AmpC detergent,AMA1 RON2 block,HCV inhibitor,HCMV antiviral,LmPK inhibitor,Tb PYK inh,AmpC inh no detg
OCCNCCCCOc1ccccc1F,?,12%,-2%,-25,1%,0%,-14%
O=C(CCn1c(=O)sc2ccccc21)Nc1ccon1,-6%,2%,11%,-27,-1%,-6%,-21%
CC(=O)N1CCc2cc(S(=O)(=O)NC(CC(C)C)C(=O)NCc3ccccc3Cl)ccc21 (stereo not drawn),3%,/,/,-27,/,15%,/
COC(=O)c1ccc(/C=C2/SC(=S)N(CCC(=O)N3CCOCC3)C2=O)cc1,2%,-11%,2%,20,1%,0%,-27%
Cc1cc2c(cc1S(=O)(=O)NC1CCCCC1C)OCC(=O)N2 (stereo not drawn),1%,2%,11%,8,-3%,-2%,-14%
Cc1ccc(S(=O)(=O)NC(C)C(=O)N2CCOCCOCCOCC2)cc1 (stereo not drawn),-5%,25%,2%,-39,-1%,1%,-11%

# Compound activity: PubChem, National Center for Advancing Translational Sciences (NCATS)
